Compound activity deposited in PubChem BioAssay by several laboratories.
Yeast lifespan up – extends the lifespan of yeast. S. cerevisiae growth with nicotinamide, OD615; deaD strain in restrictive glucose medium. actives 0.68% (n = 130,000). AID 775. inhibition of the nicotinamide effect, % at 10 µM;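 active = inhibition above a set limit, placed 3 SD over the median of all compounds, cut at about 26% in these data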;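 note: 0% = nicotinamide-treated wells and 100% = cells grown without nicotinamide; some compounds called inactive have numbers as strong as hits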
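Buffer or medium: CSMM-D glucose medium, restrictive; test system: modified budding yeast, DeaD strain; compound: single dose 10 µM compound, 0.25% DMSO; schedule: culture preincubation 4 h, compound exposure 48 h, both 30 °C; detection: optical density (absorbance) at 615 nm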
Measles CPE – protection of cells from measles virus. Measles virus-infected cells, CPE protection, absorbance. protection (pct of control), % at 4 µM. actives 1.5% (n = 140,000); in the data active = protection mostly above about 24%, no sharp cut-off; inactive = mostly below about 26%; note: some compounds called inactive have numbers as strong as hits
PTEN del growth – growth suppressors of cells with PTEN tumor suppressor deletion. HCT116 PTEN-null viability, CellTiter-Glo, 60 h; hits give low values. viability, % at 10 µM. actives 1.2% (n = 140,000). AID 827;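 active = viability at or below a set limit, 4 SD under the median of all tested compounds, cut at about 3.7% in these data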;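 note: PTEN knockout HCT116 line with beta catenin targeted HCT116 as companion control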
GALR2 blocker – antagonists of human galanin receptor 2 (GALR2); GALR2-expressing cells, antagonist mode; inhibition, % at 4 µM; actives 0.39% (n = 140,000); AID 828; in the data active = inhibition above about 27%;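 note: cells stimulated with galanin 1-16 at roughly its EC80; 0% = agonist challenge control and 100% = basal control without agonist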
Target sequence (O43603 whole entry, looked up): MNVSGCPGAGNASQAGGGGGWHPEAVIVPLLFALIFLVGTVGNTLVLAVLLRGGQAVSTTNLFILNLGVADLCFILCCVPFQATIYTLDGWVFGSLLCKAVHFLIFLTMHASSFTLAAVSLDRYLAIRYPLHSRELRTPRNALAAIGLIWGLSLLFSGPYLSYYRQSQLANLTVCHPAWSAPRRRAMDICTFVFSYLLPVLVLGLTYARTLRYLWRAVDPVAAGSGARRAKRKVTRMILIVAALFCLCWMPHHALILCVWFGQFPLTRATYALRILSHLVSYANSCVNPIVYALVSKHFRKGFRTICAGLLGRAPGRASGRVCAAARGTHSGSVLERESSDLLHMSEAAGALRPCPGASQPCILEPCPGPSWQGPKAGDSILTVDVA
MRP-1 activ – activators of MRP-1; H69AR cells + doxorubicin, viability rescue, CellTiter-Glo; viability increase, % at 10 µM; actives 0.61% (n = 140,000); AID 799;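 active = viability gain under doxorubicin at or above a set limit, the compound median plus 3 SD, cut at about 4.7% in these data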;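 note: MRP-1 overexpressing cells given doxorubicin 25 µM after compound pretreatment; 18-22 h compound pretreatment then 72 h with doxorubicin before readout; 0% = doxorubicin-only wells and 100% = vehicle-treated cells without doxorubicin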
BB579 growth dn – yeast BB579 growth reduction in restrictive medium. AID 804. S. cerevisiae BB579 growth, OD615, 48 h. inhibition, % at 10 µM. actives 0.51% (n = 140,000);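 active = inhibition above a set limit, 3 SD over the mean compound inhibition, cut at about 44% in these data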; note: inactives centre near -24
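controls = amphotericin B 10 µg/mL, positive | assay system = DeaD yeast strain BB579 | schedule = 48 h compound exposure at 30 °C after 4 h preincubation | detection = OD615 turbidity measurement | medium = restrictive CSMM-D medium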
Phagocyt inh – blocks phagocytosis by macrophages | J774A.1 macrophage IgG-bead phagocytosis, imaging | inhibition, % at 5 µM | actives 0.07% (n = 110,000) | AID 1029;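 active = inhibition above the mean of the plate negative controls plus 5 SD, cut at about 13% in these data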;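 note: phagocytic index as fraction of beads internalized from green versus red external bead signal; plate controls were DMSO negative control for no effect and cytochalasin-D positive control for full effect; some results beyond the cut were filed as inactive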
bCat KO growth – beta-catenin-lacking colon tumor cell growth suppression; AID 818; viability, % at 10 µM; actives 1.5% (n = 140,000); HCT116 beta-catenin knockout viability, CellTiter-Glo, 60 h; hits give low values;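 active = viability at or under a set limit, the compound median less 4 SD, cut at about 6% in these data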;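 note: 0% = Hyamine 1622 control at 20 µM and 100% = untreated cell control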
NPY-Y2 antag – antagonists of human neuropeptide Y receptor Y2. P49146. NPY-Y2 expressing cells, antagonist mode. inhibition, % at 2.7 µM. actives 0.99% (n = 140,000); in the data active = inhibition above about 17%;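 note: 0% = vehicle with agonist challenge and 100% = reference antagonist with challenge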
Target sequence (P49146 whole entry, looked up): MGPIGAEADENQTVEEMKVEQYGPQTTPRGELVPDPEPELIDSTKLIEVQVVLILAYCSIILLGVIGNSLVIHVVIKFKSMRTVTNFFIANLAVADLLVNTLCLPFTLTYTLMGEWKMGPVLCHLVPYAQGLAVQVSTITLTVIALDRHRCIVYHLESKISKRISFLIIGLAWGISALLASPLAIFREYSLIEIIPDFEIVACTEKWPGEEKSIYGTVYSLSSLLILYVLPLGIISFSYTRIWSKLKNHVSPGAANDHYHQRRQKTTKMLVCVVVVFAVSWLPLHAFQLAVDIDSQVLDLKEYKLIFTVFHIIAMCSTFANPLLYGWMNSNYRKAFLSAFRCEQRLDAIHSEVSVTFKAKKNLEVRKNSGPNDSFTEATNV
E-sel TNF inh – blocks E-selectin expression induced by TNF alpha; HUVEC TNFa-induced E-selectin immunofluorescence, high content; inhibition, % at 2 µM; actives 0.71% (n = 120,000); AID 1246;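 active = inhibition above the batch mean plus 3 SD, and confirmed as a hit on visual image review, cut at about 43% in these data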;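 note: 0% = TNF-stimulated DMSO wells and 100% = unstimulated control wells; not every result past the cut was called active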
* marks the source's active call; other numbers are inactive results; nt = not tested or not shown; & = joins results of further samples.

SMILES	Yeast lifespan up	Measles CPE	PTEN del growth	GALR2 blocker	MRP-1 activ	BB579 growth dn	Phagocyt inh	bCat KO growth	NPY-Y2 antag	E-sel TNF inh
COC(=O)c1ccc(C2/C(=C(/O)c3ccc(OC)cc3)C(=O)C(=O)N2CC2CCCO2)cc1 (centres undefined)	-24	6	97	3	-0.4	-42	-1	112	-1	0
Cc1cc(C(=O)NCc2ccc(S(N)(=O)=O)cc2)cs1	-3	4	102	3	-1.5	-30	-3	90	1	-3
C/C(=N\Nc1nc(-c2ccccc2)cs1)c1cccs1	-5	12	87	9	-2.3	-56	3	94	4	-33
CCCc1cc(=O)n2c(nc3ccccc32)[nH]1	-5	14	91	9	-1.4	-12	0	91	7	12
COC(=O)c1cc(COc2ccc3c4c(c(=O)oc3c2)CCC4)c(C)o1	-14	22	95	-14	-1.9	-46	0	97	5	-3
Cc1cc(C)c2cc(C#N)c(NCCOC(=O)c3ccccc3C)nc2c1	-20	5	92	-1	-1.8	-30	nt	98	1	-4
O=C(NCc1cccnc1)C(=O)NCC1OCCCN1S(=O)(=O)c1ccccc1 (centres undefined)	-1	3	88	5	-2.2	14	-5	100	0	nt
COc1ccc2ccccc2c1/C=N/NC(=S)Nc1cc(S(=O)(=O)N2CCOCC2)ccc1N1CCOCC1	0	6	87	1	-2.7	-38	9	86	2	nt
COC(=O)c1ccccc1NC(=O)n1cc(C)cn1	-18	5	88	17	-2.4	-40	4	104	1	nt
CCOc1ccc(Cl)cc1/C=N/NC(=O)c1ccccc1	4	1	92	11	-1.7	-45	-1	92	1	nt
CC1=CC(C)(C)[N+](C)=CN1c1ccccc1	10	5	88	-2	-1.6	-36	-1	90	1	0
O=C(Nc1ccc(-c2nc3cc(NC(=O)c4cccs4)ccc3o2)cc1)c1cccs1	-11	13	79	9	-4.0	-35	nt	69	3	nt

Reprinted at random: 3 entries already listed, in no set order.
SMILES	Yeast lifespan up	Measles CPE	PTEN del growth	GALR2 blocker	MRP-1 activ	BB579 growth dn	Phagocyt inh	bCat KO growth	NPY-Y2 antag	E-sel TNF inh
O=C(NCc1cccnc1)C(=O)NCC1OCCCN1S(=O)(=O)c1ccccc1 (centres undefined)	-1	3	88	5	-2.2	14	-5	100	0	nt
C/C(=N\Nc1nc(-c2ccccc2)cs1)c1cccs1	-5	12	87	9	-2.3	-56	3	94	4	-33
COc1ccc2ccccc2c1/C=N/NC(=S)Nc1cc(S(=O)(=O)N2CCOCC2)ccc1N1CCOCC1	0	6	87	1	-2.7	-38	9	86	2	nt

Remaining list, next part
SMILES	Yeast lifespan up	Measles CPE	PTEN del growth	GALR2 blocker	MRP-1 activ	BB579 growth dn	Phagocyt inh	bCat KO growth	NPY-Y2 antag	E-sel TNF inh
C=CCc1ccc(OCCCOc2ccc(C)c(C)c2)c(OC)c1	-6	13	92	-15	-0.4	9	-1	96	8	-4
CCCCC(=O)Nc1cccc(NC(=O)c2ccc(Br)o2)c1	-17	25	92	6	-3.0	-26	10	80	-1	-28
Cc1cccc(-n2c(C)cc(C=C3C(=O)c4ccccc4C3=O)c2C)c1	-12	6	103	7	2.0	-78	-1	101	1	24
COC(=O)c1cc2ccsc2n1Cc1nc(-c2cccc(Cl)c2)oc1C	2	9	73	-10	-2.4	-4	0	71	3	82*
CCOC(=O)C1(C)NC(c2cc(OC)c(OC)c(OC)c2)C2C(=O)N(CC)C(=O)C21 (centres undefined)	-9	3	110	-4	0.5	-21	0	105	-1	-15
S=C(c1ccccc1)N1CCCc2ccccc21	0	6	86	10	-2.3	-26	-1	82	6	-23
COCCNCCCOc1ccc(Br)cc1Cl	2	3	90	3	-1.3	-20	2	85	5	-2
NC(=O)Nc1ccc(F)cc1	-7	70*	99	-7	0.1	-53	0	91	1	-12
CCN1CCCc2cc(CN(CCN3CCOCC3)C(=O)Nc3ccc(C)c(C)c3)ccc21	-4	15	81	-8	-4.3	-9	0	83	0	17
CCCn1c(SCC(=O)Nc2cc(Cl)ccc2OC)n[nH]c1=O	-13	14	92	2	-1.4	-37	-1	99	2	-6
CCN(CC)S(=O)(=O)c1ccc2c(c1)c(=O)c(C(=O)NCc1cccs1)cn2C	-2	3	87	-12	-3.0	-40	-1	90	0	-4
COc1ccccc1OCC(=O)Nc1cc(S(=O)(=O)N2CCCCC2)ccc1N1CCCCC1	0	24	64	-6	-4.8	5	-5	61	5	-2

Structures listed so far that contain a thiophene ring, fused or not:
SMILES	Yeast lifespan up	Measles CPE	PTEN del growth	GALR2 blocker	MRP-1 activ	BB579 growth dn	Phagocyt inh	bCat KO growth	NPY-Y2 antag	E-sel TNF inh
Cc1cc(C(=O)NCc2ccc(S(N)(=O)=O)cc2)cs1	-3	4	102	3	-1.5	-30	-3	90	1	-3
C/C(=N\Nc1nc(-c2ccccc2)cs1)c1cccs1	-5	12	87	9	-2.3	-56	3	94	4	-33
O=C(Nc1ccc(-c2nc3cc(NC(=O)c4cccs4)ccc3o2)cc1)c1cccs1	-11	13	79	9	-4.0	-35	nt	69	3	nt
COC(=O)c1cc2ccsc2n1Cc1nc(-c2cccc(Cl)c2)oc1C	2	9	73	-10	-2.4	-4	0	71	3	82*
CCN(CC)S(=O)(=O)c1ccc2c(c1)c(=O)c(C(=O)NCc1cccs1)cn2C	-2	3	87	-12	-3.0	-40	-1	90	0	-4

Other structures follow:
SMILES	Yeast lifespan up	Measles CPE	PTEN del growth	GALR2 blocker	MRP-1 activ	BB579 growth dn	Phagocyt inh	bCat KO growth	NPY-Y2 antag	E-sel TNF inh
CNC(=O)C(Sc1nc(C)nc2c1oc1ccccc12)C(C)=O (centres undefined)	-12	5	77	-5	-1.9	-19	1	86	1	18
CCOC(=O)C1=C(c2ccccc2)Nc2ncnn2C1c1cc(OC)cc(OC)c1OC (centres undefined)	-11	4	101	1	-0.2	-21	-1	104	1	nt
CCN1CCCC1CNS(=O)(=O)c1cc(Br)cc2c1N(C(=O)C1CC1)CC2 (centres undefined)	12	12	75	-2	-3.1	-34	-4	69	5	14
Cc1ccc(C(=O)Nc2cccc(C(=O)O)c2)cc1S(=O)(=O)N1CCCCC1	-4	18	106	2	0.6	-27	0	91	0	12
Cc1cc(C)nc(N/C(=N\S(=O)(=O)Cc2ccccc2)Nc2ccccc2Br)n1	-1	21	38	0	-1.5	-19	nt	46	7	-10
C=CCNc1sc(C(=O)c2cccs2)c(N)c1C#N	4	3	101	16	-1.0	-66	nt	91	-1	-25
CNc1nc(C)nc(-n2nc(C)cc2C)n1	-4	1	88	10	-1.2	-34	0	91	-1	2
c1csc(-c2nnsc2-c2nc3ccccc3[nH]2)c1	-12	13	95	18	-1.4	-83	1	92	3	-47
CCOC(=O)C1=NN(N=O)C2(CC(=O)N(c3cc(C)cc(C)c3)C2=O)C1 (centres undefined)	-9	12	91	-4	0.7	-20	1	98	4	-2
C=CCC(O)(CCN1CCCCC1)c1ccccc1 (centres undefined)	-5	6	85	-1	0.0	-11	-2	85	2	-12
Cc1ccc(-c2nc(SCC(=O)Nc3cc(S(=O)(=O)N4CCCCC4)ccc3Cl)n[nH]2)cc1	5	13	65	1	-3.5	-32	-8	72	0	-13
Cc1cccc(C)c1NC(=O)C(NC=O)c1ccc(Cl)cc1 (centres undefined)	-7	34	83	13	-1.9	-20	0	83	-1	-36

Measles CPE: hit marks shown above.
SMILES	Yeast lifespan up	Measles CPE	GALR2 blocker	BB579 growth dn	Phagocyt inh	NPY-Y2 antag	E-sel TNF inh
NC(=O)Nc1ccc(F)cc1	-7	70*	-7	-53	0	1	-12

Following part.
SMILES	Yeast lifespan up	Measles CPE	PTEN del growth	GALR2 blocker	MRP-1 activ	BB579 growth dn	Phagocyt inh	bCat KO growth	NPY-Y2 antag	E-sel TNF inh
CCOC(=O)c1nn(-c2ccccc2)c(C#N)c1NC(=O)c1nn(CC)cc1Br	-11	6	86	1	-1.1	-50	0	87	1	-21
CN1CCC2(CC1)NC(=O)NC2=O	-16	10	111	-10	-0.4	3	-2	112	1	-23
O=C(O)c1ccc(COc2ccc(Cl)cc2)o1	-3	44	101	-6	-0.9	8	-2	86	5	6
CCOC(=O)C1(C)C=C(Nc2ccc(O)cc2)C(=O)N1c1ccc(O)cc1 (centres undefined)	5	1	89	13	-2.2	-34	0	81	1	nt
COc1ccccc1C(=O)N/N=C/c1ccc(Cl)s1	-3	11	97	20	-2.8	-3	nt	83	7	nt
CC(=O)N(CC(C)(C)CC=C(C)C)c1ccccc1	nt	5	86	20	0.5	-34	2	78	5	5
COc1ccc(-c2cc(C(=O)Nc3c(C)nn(Cc4ccc(Cl)cc4)c3C)no2)cc1	-19	3	70	-6	-3.0	-23	-2	70	0	-4
Cc1ccccc1N1CCN(c2ncnc3scc(-c4cccs4)c23)CC1	-16	1	21	-11	-2.7	-26	-4	10	15	15
COc1ccc(S(=O)(=O)N(CC(=O)NCc2ccco2)c2ccccc2)cc1OC	17	16	91	1	-1.1	-53	0	93	1	-17
Cc1onc(-c2c(F)cccc2Cl)c1C(=O)N1CCCc2ccccc21	0	19	37	9	-1.9	-44	-1	53	1	nt
O=C(/C=C/c1cccc(Cl)c1)N1CCC(Cc2ccccc2)CC1	-3	12	90	8	-1.5	-43	-1	91	13	-8
COc1ccc(C)cc1N(C(=O)c1ccccc1)c1nc2ccccc2s1	2	10	84	-3	-4.4	-27	nt	84	7	nt
CC(=O)c1c(C)[nH]c(C(=O)CSc2nnc(-c3cccs3)n2Cc2ccccc2)c1C	-4	4	82	15	-3.1	-7	1	85	1	8
O=C(NCc1ccccc1F)c1ccc(S(=O)(=O)Nc2cccc(C(F)(F)F)c2)cc1	1	31*	86	-11	0.8	-14	-2	91	-2	nt
CC1CN(c2oc(-c3cccs3)nc2C#N)CC(C)O1 (centres undefined)	-34	11	92	9	-2.7	-25	nt	79	2	-1
Cc1cnc(C(=O)Nc2nc(-c3ccccc3)cs2)cn1	-6	2	75	9	-0.1	-40	-4	73	4	-27
CCCn1c(C)cc(/C=C(\C#N)C(=O)OCC(=O)Nc2cccc(OC)c2)c1C	-2	8	90	-12	-1.2	-82	-2	101	9	nt
COc1cccc(C2=NOC(C(=O)Nc3cccnc3)C2)c1 (centres undefined)	-15	5	92	-7	-0.6	-10	-2	100	3	nt
CCn1c(=O)c(C(=O)CN(C)Cc2cccc(OC)c2OC)c(N)n(Cc2ccccc2)c1=O	-6	23	92	-4	-4.1	-25	3	88	4	-30
Cc1ccccc1-n1ccnc1SCC(=O)O	-9	20	97	5	-1.4	1	0	99	2	65*
N#C/C(=N\O)c1nc(-c2ccccc2)cs1	-8&-18	2&2	100&81	2&-12	-2.9&-1.4	23&-12	0&-1	96&91	2&2	-3
COc1ccc(C(=O)NCC(O)COc2ccc(C(C)(C)C)cc2)cc1[N+](=O)[O-] (centres undefined)	1	19	75	-11	-2.4	-38	nt	72	-3	nt
O=S(=O)(c1ccc(F)cc1)N1CCN(c2ccccc2)CC1	-9	10	90	-1	0.2	5	1	84	0	16
CC1CCC2C(=O)N(c3ccccc3OC(=O)c3ccccc3)C(=O)C2C1 (centres undefined)	0	20	84	1	-1.9	-3	2	74	4	-33
